# PfG6PD inh = PfG6PD (Plasmodium falciparum) enzyme inhibition | PfGluPho enzyme, NADPH resazurin-diaphorase fluorescence | inhibition, % at 20 µM | 350,000 tested, 0.78% active | AID 504690;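 active = inhibition reaching at least a set limit at 20 µM in the primary screen, cut at about 59% in these data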;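 also: 0% = DMSO wells with substrate and 100% = DMSO wells lacking glucose-6-phosphate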
# NR3A LBD binder = NR3A (human) ligand-binding domain modulation | AID 1259313 | Tm shift relative to glycine control, % at 25 µM | NR3A LBD differential scanning fluorimetry, Tm shift; 0% = protein alone, 100% = glycine-bound protein | 340,000 tested, 2.5% active;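 active = melting temperature shift of at least 10% of the positive control shift, at one fixed dose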
# HKDC1 inhibitor = blocks human hexokinase HKDC1 activity. Q2TB90. recombinant HKDC1, G6PDH/diaphorase resazurin coupled fluorescence. inhibition, % at 20 µM. 340,000 tested, 0.16% active;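 active = inhibition above about 35% when tested at 20 µM, limit read from the data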;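 also: plate controls were DMSO wells with enzyme for no effect and DMSO wells lacking enzyme for full effect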
#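 test system = in-house recombinant HK5 (HKDC1) enzyme | amount = HKDC1 at 5 µg/mL | control set = DMSO-enzyme wells negative, buffer-substituted wells positive | compound = one dose of 20 µM, 1% DMSO | schedule = reaction time 90 min, room temperature, protected from light | technique = resorufin fluorescence at 613 nm | reagent = glucose with 1 mM ATP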
# SENP8 inh = inhibitors of human SENP8 protease; 360,000 tested, 0.64% active; recombinant SENP8, Nedd8 substrate fluorescence; inhibition, % at 20 µM; Q96LD8; in the data active = inhibition mostly above about 40%, no sharp cut-off; inactive = mostly below about 27%
# Target sequence (Q96LD8 whole entry, looked up): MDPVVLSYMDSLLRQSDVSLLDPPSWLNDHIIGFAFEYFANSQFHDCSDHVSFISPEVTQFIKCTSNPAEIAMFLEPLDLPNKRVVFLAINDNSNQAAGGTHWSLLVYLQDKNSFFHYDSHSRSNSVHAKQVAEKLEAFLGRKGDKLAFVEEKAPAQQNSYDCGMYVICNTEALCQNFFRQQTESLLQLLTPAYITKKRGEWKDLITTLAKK
# MPTP inh = inhibitors of mitochondrial permeability transition pore | isolated mouse mitochondria, Ca2+ swelling absorbance, 30 min | inhibition, % at 10 µM | 360,000 tested, 1.4% active | AID 602449;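 active = inhibition of 50% or more, scaled per plate between neutral and stimulator controls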;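 also: 0% = DMSO wells given calcium and 100% = 1 mM EGTA wells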
# SENP7 block = SENP7 protease inhibition; 330,000 tested, 1.5% active; Q9BQF6; inhibition, % at 5 µM; recombinant SENP7, Z-RLRGG-aminoluciferin luminescence, 40 min;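 active = inhibition above about 50% at the single test dose, limit read from the data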;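 also: plate controls were DMSO with enzyme for no effect and no enzyme buffer wells for full effect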
# Target sequence (Q9BQF6 706-1050 limits assumed): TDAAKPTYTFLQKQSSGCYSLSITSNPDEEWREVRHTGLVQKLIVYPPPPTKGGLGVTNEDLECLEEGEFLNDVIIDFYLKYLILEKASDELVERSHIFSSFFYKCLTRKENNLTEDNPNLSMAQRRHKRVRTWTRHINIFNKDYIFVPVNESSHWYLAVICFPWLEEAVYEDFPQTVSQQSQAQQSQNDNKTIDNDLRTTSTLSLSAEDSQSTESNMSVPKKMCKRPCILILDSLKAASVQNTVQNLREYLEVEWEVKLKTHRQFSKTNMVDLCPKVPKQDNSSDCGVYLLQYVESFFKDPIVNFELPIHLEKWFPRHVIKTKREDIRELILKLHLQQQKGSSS
# SENP6 inh = inhibitors of human SENP6 protease; Q9GZR1; Recombinant SENP6 catalytic domain, aminoluciferin luminescence; inhibition, % at 10 µM; 330,000 tested, 1.8% active; AID 2599;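 active = inhibition above about 50% at the single tested dose, limit read from the data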;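 also: plate controls were DMSO wells with enzyme for no effect and DMSO wells lacking enzyme for full effect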
# ATG4B inhibitor = ATG4B (human) cysteine protease inhibition. Q9Y4P1. ATG4B cleavage of LC3-PLA2, NBD-HPC fluorescence, 1 h. inhibition, % at 8.33 µM. 340,000 tested, 0.51% active. AID 504462; in the data active = inhibition above about 40%
# Target sequence (Q9Y4P1 whole entry, looked up): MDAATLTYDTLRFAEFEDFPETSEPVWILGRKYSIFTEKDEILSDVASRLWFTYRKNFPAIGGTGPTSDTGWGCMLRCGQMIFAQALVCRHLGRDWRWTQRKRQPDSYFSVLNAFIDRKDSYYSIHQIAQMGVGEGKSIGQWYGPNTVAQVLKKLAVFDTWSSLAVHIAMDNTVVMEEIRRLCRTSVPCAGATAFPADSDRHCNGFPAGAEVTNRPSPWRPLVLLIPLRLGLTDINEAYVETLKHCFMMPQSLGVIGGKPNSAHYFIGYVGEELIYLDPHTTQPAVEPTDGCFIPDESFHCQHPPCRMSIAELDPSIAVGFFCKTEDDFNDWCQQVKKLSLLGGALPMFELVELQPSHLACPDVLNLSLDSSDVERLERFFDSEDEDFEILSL
# An asterisk follows results filed as active; . = no result given.
# Start of the listing, in advance:
SMILES,PfG6PD inh,NR3A LBD binder,HKDC1 inhibitor,SENP8 inh,MPTP inh,SENP7 block,SENP6 inh,ATG4B inhibitor
CCN(CCCCN1C(=O)c2ccccc2C1=O)c1ccc2c(c1)C(=O)N(C)C2=O,10,-3,23,-81,1.2,8,-7,5
CCc1ccc(N(C(=O)C(F)(F)F)C(C(=O)NC2CCCCC2)c2ccncc2)cc1 (configuration not stated),-5,-2,-11,3,0.7,6,-16,-7
CCNc1nc(NC(C)C)nc(N(C#N)CCOc2ccccc2)n1,-12,2,7,17,-0.1,7,14,-11
CN(C)C(=O)NC1C=CS(=O)(=O)C1 (configuration not stated),-5,0,9,11,-0.4,.,.,5
CC(=O)Nc1cc[n+](CC(=O)c2cccc([N+](=O)[O-])c2)cc1,2,1,1,12,1.3,-1,-18,-3
O=C(N1CCCC1)C12CCC3CC(CC(C3)C1)C2,-18,-2,-2,26,-2.3,9,8,3

# This part in full, from the start:
SMILES,PfG6PD inh,NR3A LBD binder,HKDC1 inhibitor,SENP8 inh,MPTP inh,SENP7 block,SENP6 inh,ATG4B inhibitor
CCN(CCCCN1C(=O)c2ccccc2C1=O)c1ccc2c(c1)C(=O)N(C)C2=O,10,-3,23,-81,1.2,8,-7,5
CCc1ccc(N(C(=O)C(F)(F)F)C(C(=O)NC2CCCCC2)c2ccncc2)cc1 (configuration not stated),-5,-2,-11,3,0.7,6,-16,-7
CCNc1nc(NC(C)C)nc(N(C#N)CCOc2ccccc2)n1,-12,2,7,17,-0.1,7,14,-11
CN(C)C(=O)NC1C=CS(=O)(=O)C1 (configuration not stated),-5,0,9,11,-0.4,.,.,5
CC(=O)Nc1cc[n+](CC(=O)c2cccc([N+](=O)[O-])c2)cc1,2,1,1,12,1.3,-1,-18,-3
O=C(N1CCCC1)C12CCC3CC(CC(C3)C1)C2,-18,-2,-2,26,-2.3,9,8,3
Cn1c(CCCNC(=O)c2ccco2)nc2ccccc21,-17,0,2,10,-0.7,.,.,-2
CC(NC(=O)CNC(=O)C1O[C@@H]2OC(C)(C)O[C@@H]2[C@H]2OC(C)(C)O[C@@H]12)C(=O)O (some centres not stated),-20,1,-2,4,0.9,8,2,0
NC(=S)N/N=C/c1ccccc1[N+](=O)[O-],6,0,9,13,-2.0,4,5,-6
Cc1ccccc1NC(=O)c1ccccc1NC(=O)c1ccccc1F,-5,2,-5,25,2.0,.,.,2
Cn1cc(C(=O)N2CCCCCC2)c(=O)c2cc(S(=O)(=O)N3CCCCC3)ccc21,6,3,-3,3,-0.3,15,1,-3
CC(=O)Nc1nc(SCc2ccc(Cl)cc2Cl)n[nH]1,-16,-2,1,9,-0.5,-5,-2,-1
O=C(c1ccc(OC2CCN(C(=O)C3CC3)CC2)cc1)N(CCO)Cc1ccccc1,-14,-1,-5,5,2.6,5,11,-3
NNC(=O)c1ccc(N2CCCCCC2)c([N+](=O)[O-])c1,16,-4,-7,20,1.6,-10,-1,5
CNC(=S)N/N=C(\C)c1ccc(C)c(C)c1,5,-1,-10,11,-5.2,-14,-12,-2
C=CCN1CC(C(=O)N2CCC(Cc3ccc(Cl)cc3)(C(=O)OCC)CC2)CC1=O (configuration not stated),5,-1,-4,12,1.1,7,9,-12
CC(Sc1ccccc1)C(=O)NCC1COc2ccccc2O1 (configuration not stated),-10,0,-3,2,-1.2,-4,3,8
Cc1nnc(NC2(C(F)(F)F)C(=O)Nc3c2c(=O)n(C)c(=O)n3C)s1 (configuration not stated),6,0,-3,9,7.3,-4,-15,4
CC(=O)NCCCNS(=O)(=O)c1ccc(C)cc1,5,-2,-6,15,-2.1,-3,-27,-8
CCCC(=O)Nc1ccc2nn(-c3ccc(OC)cc3)nc2c1,12,8,-2,-454,-0.4,0,14,-5
COCCNC(=O)Cn1ccc2cc(S(=O)(=O)N3CCCCCC3)ccc21,-2,1,-4,6,-0.2,4,-8,-10
O=C(c1ccccc1)N1CCCC(C(=O)N2CCN(c3ccccc3)CC2)C1 (configuration not stated),10,-2,-3,1,1.8,-3,-18,-5
CN(CC(=O)NCc1cccnc1)S(=O)(=O)c1ccc(F)cc1,-17,0,-4,11,-0.9,-7,-8,0
COc1cc(/C=C/C(=O)OCC(=O)NCCCc2ccccc2)ccc1O,13,-4,-5,-368,-0.6,7,-13,-13
O=C(O)CCSCC(=O)Nc1c(C(=O)C2CC2)oc2ccccc12,-14,6,-5,-10,-3.1,1,-10,-3
C=CCSc1nnc(NC(=O)CCN2C(=O)C3CC=CCC3C2=O)s1 (configuration not stated),6,-2,-3,-1,0.5,-1,-11,0
Cc1ccc(S(=O)(=O)NCC(=O)N2CCc3ccccc3C2)cc1,5,0,0,10,0.5,-3,4,2
COc1cccc(NC(=S)NCc2ccco2)c1,5,0,-6,2,1.0,10,6,-9
CC1CCN(S(=O)(=O)N2CCCC(C(=O)NCc3ccc(F)cc3)C2)CC1 (configuration not stated),8,-1,-1,-1,-0.1,-2,-13,-2
O=C(CSc1nccn1Cc1ccco1)Nc1ccccc1,-6,7,-8,2,0.7,-11,-8,-2
FC(F)(F)c1ccc(Cl)c(N/N=C/c2ccc(N3CCOCC3)s2)c1,38,5,-3,-208,2.3,0,8,7
COc1ccc(S(=O)(=O)Nc2cc(S(=O)(=O)N3CCOCC3)ccc2OC)cc1,8,1,-4,11,0.1,-7,-2,2
COc1ccc(CC(NC(C)=O)C(=O)N2CCN(C(=O)Nc3cccc(F)c3)CC2)cc1OC (configuration not stated),-3,-2,-8,17,5.0,-3,-3,-11
CCc1ccc(N(CC(=O)N2CCN(Cc3ccccc3)CC2)S(C)(=O)=O)cc1,-6,3,-1,10,-0.8,-7,-13,2
CCC1SC(CC)C(=O)N(CC(=O)NC2CCCCC2)C1=O (configuration not stated),-10,-1,-5,10,4.0,.,.,-5
CC1CCCCC1NC(=O)COC(=O)C12CC3CC(CC(Cl)(C3)C1)C2 (configuration not stated),6,1,-3,10,-2.0,1,4,-9
COC(=O)c1ccc(NC(=O)C(=O)N2CCN(C(=S)Nc3ccccc3OC)CC2)cc1,9,0,-12,14,-0.3,-2,-6,28
CCN(CC)CCCNc1nnc(C)c(=O)[nH]1,-1,11*,-3,30,1.0,-2,-2,13
Cc1nc2ccccc2c(=O)n1NC(=O)c1ccccc1F,4,-2,-1,17,-0.4,8,-38,-4
COc1ccc(CC(=O)O/N=C(\N)Cc2ccc(OC)c(OC)c2)cc1,-6,-1,10,8,0.3,8,-5,-4
COc1ccc(N2CCN(C(=O)c3ccc(-c4ccccc4)cc3)CC2)cc1,-19,-1,-2,22,3.7,-3,3,1
COC(=O)C1=C(C)N(c2cccc(C)c2)C(=O)/C1=C\c1cccs1,-4,-3,-4,25,1.2,0,-3,16
Cc1ccc(S(=O)(=O)NCCN=C(CN2CCOCC2)NS(=O)(=O)c2ccc(C)cc2)cc1,3,0,-8,21,1.9,-6,-4,3
CCn1nc(C)c(CN2CCCCC2C(=O)Nc2ccc(Oc3cccnc3)cc2)c1C (configuration not stated),-5,0,-3,-1,0.7,2,-3,5
CNC(=O)c1c(NC(=O)CCS(=O)(=O)c2ccc(C)cc2)sc(C)c1C,3,-4,-6,4,-0.2,-10,-20,-6
Cc1cc(NC(=O)c2cc3n(n2)C(C(F)(F)F)CC(c2ccc(Cl)c(Cl)c2)N3)no1 (configuration not stated),8,-3,0,-10,8.4,0,-5,9
COC(=O)c1ccc(Nc2cc(C)nc3ccccc23)cc1,-6,-2,-6,-433,3.2,-6,-2,-7
c1cc(CNc2ccc3c(c2)OCO3)ccn1,61*,-1,23,-339,-1.5,-2,2,-12
COc1ccccc1N(C)S(=O)(=O)c1ccc(C(=O)Nc2cccc(Br)c2)cc1,18,1,-2,8,40,6,-6,-8
O=C(NC1CCCCC1)c1ccc(COc2ccccc2)o1,7,1,3,12,-1.5,-4,-9,3
Cc1[nH]c2ccccc2c1CCNC(=O)c1ccc2c(c1[N+](=O)[O-])C(=O)c1ccccc1C2=O,6,2,10,34,-1.1,7,18,-10
CCCCCCC(NC(=O)c1ccc(C)cc1)C(=O)O (configuration not stated),-6,-2,-2,12,-0.3,6,.,1
COc1cc(NC(=O)c2ccc(OC)c([N+](=O)[O-])c2)ccc1NC(=O)c1cccs1,4,38*,-8,9,2.0,1,-20,-1
Cc1ccc(C(=O)NCCc2csc(-c3cccnc3)n2)cc1,-3,-1,-5,-8,-0.4,11,-26,-12
COc1ccc(N(Cc2ccccc2)S(=O)(=O)c2cc(C(=O)O)ccc2Cl)cc1,-22,2,3,4,2.4,0,-4,5
CCn1c(SCc2cc(=O)[nH]c3ccccc23)nc2c1c(=O)n(C)c(=O)n2C,28,-2,3,16,-1.2,-14,-10,4
Cc1ccc(S(=O)(=O)Nc2ccnc3ccccc23)cc1,-20,1,-3,24,0.7,-4,1,-3
COc1ccc(N2CCN(CCNC(=O)Nc3cccc(C)c3C)CC2)cc1,-10,3,-4,4,0.1,0,-2,4
CC(C)(C)c1ccccc1NC(=S)NCc1ccccc1,-5,0,-8,5,0.6,-5,-6,10
Nn1cnc2scc(-c3cccs3)c2c1=O,-8,-2,10,-14,-1.3,-17,-11,3

# Next records
SMILES,PfG6PD inh,NR3A LBD binder,HKDC1 inhibitor,SENP8 inh,MPTP inh,SENP7 block,SENP6 inh,ATG4B inhibitor
Cc1cc(C(=O)N/N=C/C=C/c2ccc3c(c2)OCO3)n[nH]1,-6,-12,-6,-309,-0.5,-4,-10,5
CS(=O)(=O)c1nc(S(=O)(=O)c2ccc(Cl)cc2)c(NCCCn2ccnc2)s1,-3,-1,-2,19,-2.2,-13,-4,-2
CCOc1cc2oc(=O)c3c(c2cc1Cl)CCC3,8,-2,-6,-83,0.7,3,7,-4
N/C(=N\OC(=O)c1ccc(Br)cc1)c1ccncc1,-5,-30,0,14,0.7,62*,58*,12
Cc1ccc(-c2csc(NC(=O)CN3CCC(C(N)=O)CC3)n2)cc1,-13,-2,5,21,1.9,-9,-9,-4
CCc1ccc(/C=C2/SC(=S)N(CCC(=O)NCCCN3CCOCC3)C2=O)cc1,9,-2,0,19,2.7,-5,-7,6
Clc1ccc(-n2cnnn2)cc1,-3,-2,-9,4,0.5,2,-16,4
C=CCNC(=S)N1CCN(c2ncc(C(F)(F)F)cc2Cl)CC1,8,-5,-2,22,7.3,-4,-14,1
CCOc1ccc(N)c(SSc2cc(OCC)ccc2N)c1,68*,3,-42,-31,-0.8,3,6,-12
CC(=O)NC1(c2ccc(F)cc2)CCN(C(=O)Nc2ccc(F)cc2F)CC1,-20,2,-6,16,-1.8,3,-34,8
COc1ccc(CCNCC(=O)Nc2ccccc2C(F)(F)F)cc1,-4,1,-10,-6,-0.1,-4,-5,6
COC(=O)c1cc(S(=O)(=O)N2CCN(c3ccccc3OC)CC2)cn1C,-6,-2,-1,5,-0.4,-1,-4,0
COC(=O)c1ccc(NC(=O)Cn2nc(C)c3ccccc3c2=O)cc1,-17,-1,-6,7,-0.6,0,0,4
CCCCn1c(SCC2CCCO2)nc2cc(S(N)(=O)=O)ccc21 (configuration not stated),-3,0,-2,16,1.9,3,9,-9
CC(=O)c1cccc(NC(=O)C(C)OC(=O)CCC2CCCCC2)c1 (configuration not stated),7,0,2,21,1.3,-6,-8,-4
COc1ccc(CNc2nc(SCc3cc(=O)n4cc(Cl)ccc4n3)nc3ccccc23)cc1,25,-4,-4,-226,0.6,-9,-7,5
O=C(CNC(=O)c1ccccc1)N/N=C/c1ccc([N+](=O)[O-])o1,16,-1,-10,29,1.0,13,28,-9
CC(=O)C1=C(O)C(=O)N(CCCn2ccnc2)C1c1ccc(C)cc1 (configuration not stated),5,1,-7,10,-1.7,0,-14,1
CCc1ccc2[nH]c(=O)c(CN(CCCN3CCOCC3)C(=O)Nc3ccccc3)cc2c1,-20,-1,4,-42,-6.5,-1,-2,-16
COc1ccc(CCNC(=O)c2ccc(CS(=O)Cc3ccc(Cl)cc3)o2)cc1OC (configuration not stated),13,2,-4,18,-0.7,1,7,-10

# Bioassay records from PubChem BioAssay.
